Source: PubChem BioAssay
H37Rv inhibition: M. tuberculosis growth inhibition, HTS (AID 449762). M. tuberculosis H37Rv growth inhibition, 7H9 media; higher % means a stronger effect. inhibition, % at 25 µM, or IC50 in µM where a hit was titrated. 0.59% of 330,000 active; in the data active = a potency from the dose series; inconclusive = inhibition above about 70% without an active follow-up result;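 note: bacterial growth assessed after seven days of incubation; strong numbers were not always called active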
Salmonella PhoP GFP: PhoP regulon inhibitors, Salmonella typhi PhoP promoter GFP reporter, confirmatory (AID 1850); Salmonella Typhi PhoP-promoter GFP reporter, fluorescence, 4 h; higher % means a stronger effect; one-dose inhibition, % at 50 µM; IC50 in µM for titrated hits; 0.33% of 310,000 active; in the data active = a potency from the dose series; inconclusive = inhibition mostly from about 25% at the one dose, without a potency; inactive = the rest, 99 in 100 with inhibition below about 19%;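 note: 0% = induced wells with vehicle and 100% = uninduced wells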
inhibitors of VEEV: inhibitors of VEEV TC-83 cytopathic effect, confirmation, Vero cells (AID 588727). one-dose inhibition, % at 20 µM; IC50 in µM for titrated hits. 0.13% of 350,000 active. Vero cells, VEEV TC-83 cytopathic effect inhibition; higher % means a stronger effect; in the data active = a potency from the dose series; inconclusive = inhibition mostly from about 14% at the one dose, without a potency; inactive = the rest, 99 in 100 with inhibition below about 12%; note: strong numbers were not always called active
tuberculosis growth: growth inhibition of non-replicating M. tuberculosis (AID 488890); 0.39% of 320,000 active; inhibition, % at 25 µM; hits with a dose series show IC50 in µM; Mycobacterium tuberculosis non-replicating, growth inhibition; higher % means a stronger effect; in the data active = a potency from the dose series; inconclusive = inhibition mostly from about 82% at the one dose, without a potency; inactive = the rest, 99 in 100 with inhibition below about 76%;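 note: plate controls were DMSO cells for no effect and high antibiotic wells for full effect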
H1N1 NS1A inhibition: H1N1 influenza NS1A inhibitors, functional cell based assay (AID 504329). NS1A functional cell-based assay, percent inhibition; higher % means a stronger effect. one-dose inhibition, % at 12.5 µM; IC50 in µM for titrated hits. 0.3% of 340,000 active; in the data active = a potency from the dose series; inconclusive = inhibition above about 27% without an active follow-up result; note: strong numbers were not always called active
inhibitors of VEEV 10K pilot screen: second read-out of inhibitors of VEEV, no call of its own (marks repeat the call); inhibition, %; measured here: 10K pilot screen inhibition
The depositor's hits bear a star; i = inactive; ? = inconclusive; . = no result given.

SMILES	H37Rv inhibition	Salmonella PhoP GFP	inhibitors of VEEV	tuberculosis growth	H1N1 NS1A inhibition	others
CC(=O)Nc1ccc(C2=NN(C)C(=NCc3ccccc3)SC2)cc1	36%	13%	3.2%	42%	-3%
Cc1nn(C)cc1S(=O)(=O)N1CCN(c2cccc(Cl)c2)CC1	5%	-16%	1.4%	3%	-2%
Cc1ccc(-c2nn(C)c(=O)c3ccccc23)cc1CN1CCOCC1	-8%	10%	2.8%	-1%	1%
Cc1cccc[n+]1CC(=O)c1ccc([N+](=O)[O-])cc1	.	.	i	.	-6%
O=C(Nc1nc2ccccc2[nH]1)c1ccc(OC(F)F)cc1	?	-5%	3.4%	?	-5%
CN(C)c1ccc(N2C(=NC(=O)C3CCCO3)SC3CS(=O)(=O)CC32)cc1 (centres undefined)	-3%	1%	2.4%	3%	10%
O=C(Nn1c(O)c(C=C2N=c3ccccc3=N2)sc1=S)c1ccccc1Cl	-12%	5%	i	-6%	16%
O=C(NNC(=O)C1CC1)Nc1ccc(Cl)cc1	-8%	-6%	1.6%	-8%	-2%
CC(=O)C1=C(O)C(=O)N(Cc2ccccc2)C1c1ccc(N(C)C)cc1 (centres undefined)	-1%	-9%	0.3%	3%	0%
CC(=O)c1ccc(NC(=S)N2CCCC(CO)C2)cc1 (centres undefined)	5%	-13%	0.1%	-9%	16%
Cc1ccc(C)c(Cn2c3ccccc3c3cnn(CC(=O)NCCCN4CCCCC4)c(=O)c32)c1	3%	3%	4.0%	44%	3%
Cc1ccc(-n2c(SCC(=O)OC(C)C)nnc2-c2ccncc2)cc1	-4%	-22%	i	66%	-4%
CC1=C(C(=O)Nc2ccccc2)C(c2ccco2)NC(=S)N1 (centres undefined)	-6%	7%	i	-11%	2%	inhibitors of VEEV 10K pilot screen=0.3
Cc1ccc(C2(C)NC(=O)N(CC(=O)Nc3ccc4c(c3)OCO4)C2=O)cc1 (centres undefined)	-5%	1%	3.5%	24%	-4%
Cc1cccc(-c2nc3c(c(SCC(=O)N(C)C)n2)CCCC3)c1	4%	-10%	8.6%	10%	6%	inhibitors of VEEV 10K pilot screen=4.5

Some of these compounds in order of SMILES length, falling:
SMILES	H37Rv inhibition	Salmonella PhoP GFP	inhibitors of VEEV	tuberculosis growth	H1N1 NS1A inhibition	others
Cc1ccc(C)c(Cn2c3ccccc3c3cnn(CC(=O)NCCCN4CCCCC4)c(=O)c32)c1	3%	3%	4.0%	44%	3%
Cc1ccc(C2(C)NC(=O)N(CC(=O)Nc3ccc4c(c3)OCO4)C2=O)cc1 (centres undefined)	-5%	1%	3.5%	24%	-4%
O=C(Nn1c(O)c(C=C2N=c3ccccc3=N2)sc1=S)c1ccccc1Cl	-12%	5%	i	-6%	16%
Cc1ccc(-n2c(SCC(=O)OC(C)C)nnc2-c2ccncc2)cc1	-4%	-22%	i	66%	-4%
Cc1nn(C)cc1S(=O)(=O)N1CCN(c2cccc(Cl)c2)CC1	5%	-16%	1.4%	3%	-2%
Cc1cccc[n+]1CC(=O)c1ccc([N+](=O)[O-])cc1	.	.	i	.	-6%
CC1=C(C(=O)Nc2ccccc2)C(c2ccco2)NC(=S)N1 (centres undefined)	-6%	7%	i	-11%	2%	inhibitors of VEEV 10K pilot screen=0.3
O=C(Nc1nc2ccccc2[nH]1)c1ccc(OC(F)F)cc1	?	-5%	3.4%	?	-5%
CC(=O)c1ccc(NC(=S)N2CCCC(CO)C2)cc1 (centres undefined)	5%	-13%	0.1%	-9%	16%
O=C(NNC(=O)C1CC1)Nc1ccc(Cl)cc1	-8%	-6%	1.6%	-8%	-2%

Continued.
SMILES	H37Rv inhibition	Salmonella PhoP GFP	inhibitors of VEEV	tuberculosis growth	H1N1 NS1A inhibition	others
COc1ccccc1N1CCN(C2CCCN(C(=O)CCn3cncn3)C2)CC1 (centres undefined)	-15%	-3%	i	4%	-3%
O=C(O)CCc1nc2ccccc2n(CCc2ccccc2)c1=O	-11%	8%	3.7%	-7%	-19%
O=C(C1CCC(=O)N(C2CC2)C1)N(CCO)Cc1ccccc1 (centres undefined)	3%	4%	1.7%	-1%	6%
CCCc1c(C)nn(C(=O)/C(C#N)=N/Nc2ccccc2[N+](=O)[O-])c1C	2%	3%	1.0%	2%	4%
Cc1c(C(=O)N(C)CCC#N)oc2ccc(S(=O)(=O)N3CC(C)CC(C)C3)cc12 (centres undefined)	7%	0%	4.9%	15%	3%
S=c1[nH]nc(-c2ccccc2)o1	1%	9%	2.7%	11%	-5%
O=C(N/N=C/c1coc2ccccc2c1=O)c1cccc([N+](=O)[O-])c1	18%	14%	3.8%	?	-9%
CCC(C)(C(=O)NC1CCCCC1)N(C(=O)c1ccccn1)c1ccccc1 (centres undefined)	6%	-9%	0.9%	5%	1%
CCOC(=O)C1=C(C)OC(N)=C(C#N)C1c1ccsc1 (centres undefined)	2%	6%	0.0%	-2%	-5%
CSc1nc2c(c(=O)[nH]1)C(c1ccccc1Cl)CC(=O)N2 (centres undefined)	-4%	7%	0.5%	-10%	-3%
Fc1ccccc1Nc1nc(N2CCOCC2)nc(N2CCOCC2)n1	2%	-4%	1.4%	-3%	-1%
COCc1cc(=O)[nH]c(-c2ccc(C(F)(F)F)cc2)n1	-9%	-2%	i	-14%	.
COCCNc1nc2sc3c(c2c(=O)n1Cc1ccco1)CCCCC3	0%	-16%	2.4%	35%	-16%
N#C/C(=C\c1cccs1)C(=O)Nc1nccs1	-3%	5%	4.0%	11%	-3%
COc1ccccc1CNC(=O)COC(=O)c1cccnc1SCC(=O)NCc1ccccc1OC	16%	-26%	9.2%	5%	-5%
Cc1ccc(C2(c3noc(CN(C)Cc4cnn(C)c4)n3)CCCC2)cc1	-7%	6%	0.9%	-1%	0%
CCCC(C)NC(=O)c1ccc(F)cc1 (centres undefined)	1%	13%	i	69%	1%
COc1cccc(NC(=S)NC(=O)/C=C/c2ccc(F)cc2)c1	8%	-1%	0.2%	-11%	-1%
COc1ccc(-n2ccnc2SCC(=O)NCc2ccco2)c(OC)c1	5%	6%	0.1%	13%	7%
O=C(CCN1C(=O)c2ccccc2S1(=O)=O)Nc1ccc(F)cc1F	-4%	-1%	1.1%	-9%	-5%
Cc1ccc(S(=O)(=O)Nc2cnc3ccccc3c2)cc1	5%	-6%	1.6%	16%	-5%
CC(=O)N1CCN(c2ccc([N+](=O)[O-])c(-n3nc(C)cc3C)c2)CC1	2%	0%	0.9%	-17%	3%
Cc1ccc(NC(=O)CSc2nnc(CNC(=O)c3ccco3)n2C)cc1C	4%	-7%	i	-9%	-9%
Cc1ccc(S(=O)(=O)CC(=O)N2CCN(c3ccc([N+](=O)[O-])cc3)CC2)cc1	-5%	.	2.0%	16%	1%
COc1ccc2c(c1)C(=O)CCC2c1ccccc1 (centres undefined)	6%	-1%	i	-2%	17%
Cc1ccc(C(=O)Nc2ccc(F)c(S(=O)(=O)N3CCOCC3)c2)s1	5%	.	2.2%	14%	5%
CC(C)C(NC(=O)C1CCCCC1)C(=O)N1CCN(c2ccc(F)cc2)CC1 (centres undefined)	-4%	-8%	i	-11%	1%
CCN1CCN(C(=O)c2ccccc2N(Cc2ccccc2)S(C)(=O)=O)CC1	-14%	-11%	i	3%	0%
Cc1nn(C2CCOC(C)(C)C2)c2c1C(c1ccc3c(c1)OCO3)SCC(=O)N2 (centres undefined)	-5%	5%	0.8%	6%	-2%	inhibitors of VEEV 10K pilot screen=2.0
CN1CCN(C(=O)CSc2nnc(COc3ccccc3)o2)CC1	4%	4%	2.4%	-8%	3%

The final 2 entries of the part before lead into the next.
SMILES	H37Rv inhibition	Salmonella PhoP GFP	inhibitors of VEEV	tuberculosis growth	H1N1 NS1A inhibition	others
Cc1nn(C2CCOC(C)(C)C2)c2c1C(c1ccc3c(c1)OCO3)SCC(=O)N2 (centres undefined)	-5%	5%	0.8%	6%	-2%	inhibitors of VEEV 10K pilot screen=2.0
CN1CCN(C(=O)CSc2nnc(COc3ccccc3)o2)CC1	4%	4%	2.4%	-8%	3%
CCOc1ccc(N2C(=O)CC(NCCNc3ccc(C(=O)c4cccs4)cc3)C2=O)cc1 (centres undefined)	2%	9%	1.2%	27%	-14%
COC(=O)c1ccc2c(c1)N(Cc1nc(-c3ccc(Cl)cc3)oc1C)C(=O)C1CCCN21 (centres undefined)	7%	13%	4.3%	4%	-29%
C/C(O)=C(\C#N)P(=O)(c1ccccc1)c1ccccc1	-1%	9%	i	-7%	6%
OCCn1c(C(F)(F)F)nc2ccccc21	-9%	-12%	i	-14%	-3%
O=C(CCc1nc(-c2ccccc2F)no1)N1CCC2(CC1)OCCO2	11%	-1%	1.6%	-4%	12%
Cc1cnc2cc(Cl)ccc2c1SCC(=O)O	-7%	3%	1.5%	-8%	-24%
O=C(CSc1nnc(-c2cccs2)n1CC1CCCO1)N1CCCC1 (centres undefined)	1%	-6%	0.5%	11%	1%
O=C(CSc1n[nH]c(-c2ccco2)n1)Nc1ccccc1F	-1%	20%	0.3%	14%	2%
CCC(C)c1ccc(NC(=O)CC(C)=O)cc1 (centres undefined)	-2%	-8%	0.2%	17%	7%
O=C(COC(=O)C1CCCCC1)Nc1cc([N+](=O)[O-])ccc1F	-6%	-5%	2.0%	28%	0%
Cc1cc(C)c(C#N)c(OCC(=O)c2ccc(Br)cc2)n1	6%	0%	i	12%	1%
CC(=O)Nc1ccc(S(=O)(=O)NC2(C(F)(F)F)C(=O)Nc3c2c(=O)n(C)c(=O)n3C)cc1 (centres undefined)	4%	-3%	3.8%	-6%	7%
COc1cccc(C(=O)Nc2c3c(nn2-c2ccc([N+](=O)[O-])cc2)CS(=O)(=O)C3)c1	6%	5%	i	-5%	2%
CSCCC(NS(=O)(=O)c1ccc(C)cc1)C(=O)NNC(=O)c1csc(N2CCOCC2)n1 (centres undefined)	3%	-4%	0.1%	-11%	2%
COCCCN=Cc1c(-c2ccccc2)[nH]n(-c2nc3ccccc3s2)c1=O	-2%	10%	8.7%	35%	-1%
CC1C(=O)NN=C1C(=O)N/N=C/c1cccs1 (centres undefined)	7%	6%	0.9%	-4%	-12%
COc1ccc(C(=O)NC(C)c2cccnc2)cc1S(=O)(=O)N(C)Cc1ccccc1 (centres undefined)	-6%	.	7.6%	19%	-5%
CC(=O)Nc1ccc(-n2nnnc2SCC(=O)NC2CCCC2)cc1	3%	7%	2.8%	-9%	-5%
CCN(C(=O)COc1cc(OC)ccc1C(C)=O)C1CCS(=O)(=O)C1 (centres undefined)	1%	.	4.1%	-10%	-1%
CCCc1ccc(NC(=O)C2CCN(c3cnccn3)CC2)cc1	54µM*	12%	5.4%	40%	-2%
COC(=O)C1=C(C)N(c2cc(C)cc(C)c2)/C(=C/c2ccco2)C1=O	30%	5%	7.1%	12%	4%
O=S(=O)(N/N=C\C=C\c1ccccc1)c1ccc(Cl)cc1	-5%	-6%	3.3%	8%	1%
CCCN1CCN(CCNC(=O)Nc2ccccc2Cl)CC1	2%	4%	i	6%	-24%
CC(C)(C)C(=O)Nc1ccc(S(=O)(=O)N2CC3CC(C2)c2cccc(=O)n2C3)cc1 (centres undefined)	-17%	-10%	3.2%	-13%	-5%
OC1(c2ccc(Br)cc2)CN(c2ccccc2)C2=[N+]1CCS2 (centres undefined)	-6%	13%	0.9%	43%	3%
CCN1C(=O)N[C@@H](c2cccc(C(F)(F)F)c2)C(C(=O)OC)=C1C	-2%	8%	1.0%	-9%	3%
O=C1C(Cl)=C(NC2CCCCC2)C(=O)N1Cc1ccccc1	-1%	-2%	0.5%	11%	-1%
Cn1c(C(=O)N2CCCc3ccccc32)cc2c(=O)n3ccccc3nc21	6%	0%	.	-5%	.
OCC1CCCN(C(=S)Nc2ccc(Oc3ccccc3)cc2)C1 (centres undefined)	-1%	11%	1.1%	15%	0%
CC1CCN(CCCNc2cc(NCCO)c([N+](=O)[O-])c3nonc23)CC1	2%	6%	i	3%	20%
CC(NC(=O)CNC(=S)N(Cc1cccs1)C1CCCC1)c1ccccc1 (centres undefined)	0%	-2%	4.3%	15%	-2%
Cn1c(=O)[nH]c(=O)c2c1nc(N1CCOCC1)n2CCN1CCOCC1	-3%	-8%	1.5%	-4%	-14%
c1ccc(C2CC3CC4(CCCC4)N2O3)cc1 (centres undefined)	-11%	-8%	i	-34%	-10%
CN(C(=O)COc1cc(=O)n(C)c2ccccc12)c1cccc(Cl)c1	-9%	1%	8.0%	29%	-5%
COC(=O)C1=C(C(C)=O)C(c2ccc(C)cc2)n2nnnc2N1 (centres undefined)	-5%	4%	2.4%	-14%	4%
Nc1ccccc1-c1nc2ccccc2[nH]c1=O	-2%	-9%	i	-1%	-15%
O=C(Oc1ccc(C(=S)N2CCOCC2)cc1)c1ccc(F)cc1	9%	-5%	1.3%	69%	-8%
COc1ccc(OC(C)C(=O)Nc2cccc([N+](=O)[O-])c2)cc1 (centres undefined)	5%	-5%	0.3%	48%	42%
